TAAR1 antag = human TAAR1 antagonism; AID 624466; CHO RD-HGA16 TAAR1, Fluo-8 calcium fluorescence, antagonist; inhibition, % at 3 µM; 1.5% of 360,000 active; Q96RJ0;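 active means inhibition above a per-plate cutoff, the mean inhibition of test compounds on that plate plus 3 SD, cut at about 49% in these data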;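 further: 0% = DMSO plus EC80 beta-PEA response and 100% = DMSO alone without agonist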
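System: CHO RD-HGA16 cells bearing hTAAR1. Reagent: EC80 β-phenethylamine stimulus. Schedule: seeding 17-24 h prior, 75-min 37 °C, 30-min RT dye loading. Signal: Fluo-8 intracellular calcium dye fluorescence, real-time kinetic reads. Read-out: % inhibition from peak post-agonist over basal fluorescence ratio. Benchmarks: vehicle wells and EC80 agonist wells. Replicates: n of 1.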
CHO parental Ca = counter-screen for OX1R antagonists: effect in parental CHO cells; parental CHO-K1, ATP-induced calcium, Fluo-8 fluorescence; inhibition, % at 5.6 µM; 0.63% of 330,000 active; AID 463079;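 active means inhibition above that plate's mean sample inhibition plus 3 SD, cut at about 26% in these data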;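 further: 0% = ATP-challenged DMSO wells and 100% = DMSO wells without ATP; some compounds past the cut are filed as inactive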
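Material: Parental CHO cells | Reagent: ATP | Compound dosing: Single nominal dose of 5.6 µM per compound | Detection: Intracellular calcium via Fluo-8 no-wash fluorescent dye | Read-out: % inhibition of ATP-induced calcium mobilization | Benchmarks: Low control ATP plus DMSO, high control DMSO only | Replicates: Singlicate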
OXTR potentiator = potentiates the human oxytocin receptor response | activation, % at 3 µM | AID 2445 | CHO-OTR cells, Fluo-8 calcium fluorescence, potentiator mode; 0% = oxytocin EC15, 100% = EC100 | P30559 | 0.061% of 320,000 active;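 active means activation above that plate's cutoff, the mean activation of tested compounds plus 3 SD, cut at about 6.6% in these data, passing the limit was not always enough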;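 further: 100% uses oxytocin at 75 nM as the full agonist control; some results filed as inactive read as strong as hits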
Target sequence (P30559 whole entry, looked up): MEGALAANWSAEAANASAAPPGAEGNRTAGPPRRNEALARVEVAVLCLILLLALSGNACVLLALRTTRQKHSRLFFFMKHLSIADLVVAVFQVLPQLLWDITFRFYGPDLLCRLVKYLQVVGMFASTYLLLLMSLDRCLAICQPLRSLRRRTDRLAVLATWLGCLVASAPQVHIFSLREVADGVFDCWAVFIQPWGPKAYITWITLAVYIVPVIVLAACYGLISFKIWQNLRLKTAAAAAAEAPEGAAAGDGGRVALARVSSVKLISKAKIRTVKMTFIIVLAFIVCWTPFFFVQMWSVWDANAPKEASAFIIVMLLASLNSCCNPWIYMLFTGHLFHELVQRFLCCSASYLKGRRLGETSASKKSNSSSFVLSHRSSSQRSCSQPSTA
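test system = CHO-OTR cells, human receptor | compound = single-point 3.0 µM | schedule = 6 min compound pre-incubation at room temperature, 100 s kinetic read | signal = Fluo-8 no-wash calcium dye fluorescence, excitation 470-495 nm, emission 515-575 nm | repeats = single well per compound, singlicate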
CHRM1 PAM = human CHRM1 positive allosteric modulation | P11229 | CHO-K1 hM1, Fluo-8 calcium fluorescence, ACh EC20; 0% = ACh EC20, 100% = maximal ACh | activation, % at 3 µM | 0.088% of 360,000 active | AID 588819; in the data active means activation above about 19%, passing the limit was not always enough
V1aR counter = V1a receptor agonism, counter-screen for OXTR agonists | AID 2797 | CHO-V1R cells, Fluo-8 calcium fluorescence, agonist mode; 0% DMSO, 100% 3 nM vasopressin | activation, % at 3 µM | 0.25% of 320,000 active;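 active means activation above the mean activation of all tested compounds plus 3 SD, per screening run, cut at about 20% in these data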;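 further: signal is peak over basal fluorescence ratio across a 100 second FLIPR read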
Target sequence (P37288 whole entry, looked up): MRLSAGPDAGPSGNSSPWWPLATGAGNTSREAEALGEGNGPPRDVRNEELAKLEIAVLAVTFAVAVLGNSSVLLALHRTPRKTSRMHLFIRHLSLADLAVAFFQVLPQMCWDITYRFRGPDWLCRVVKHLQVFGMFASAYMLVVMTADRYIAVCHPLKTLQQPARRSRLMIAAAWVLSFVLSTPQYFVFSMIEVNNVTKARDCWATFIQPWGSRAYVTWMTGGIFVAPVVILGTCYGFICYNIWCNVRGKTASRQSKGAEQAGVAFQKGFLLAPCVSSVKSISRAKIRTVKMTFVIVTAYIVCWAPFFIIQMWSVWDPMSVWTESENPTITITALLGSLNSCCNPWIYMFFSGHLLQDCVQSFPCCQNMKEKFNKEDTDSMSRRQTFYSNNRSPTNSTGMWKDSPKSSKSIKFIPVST
TAAR1 agonist = human TAAR1 agonism; 0.99% of 360,000 active; Q96RJ0; AID 624467; CHO RD-HGA16 TAAR1, Fluo-8 calcium fluorescence; vehicle wells 0%, saturating PEA agonist 100%; activation, % at 3 µM;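 active means activation above the mean activation of all test compounds in the run plus 3 SD, cut at about 38% in these data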
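Repeats: no replicates (n 1) | Material: CHO-derived RD-HGA16 cells with stable Gα16 and human TAAR1 | Technique: Kinetic Fluo-8 calcium fluorescence | Schedule: 17-24 h seeding, 75 min 37 °C dye, 30 min RT | Evaluation: % activation from peak over basal fluorescence ratio, DMSO-to-PEA scaled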
CHRM1 antagonist = antagonists of human M1 muscarinic receptor; P11229; CHO-K1 hM1, Fluo-8 calcium fluorescence, ACh EC80 antagonist; inhibition, % at 3 µM; 1.3% of 360,000 active;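 active means percent inhibition above its own plate's cutoff, namely the mean of that plate's compound wells plus 3 SD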;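 further: peak over basal fluorescence ratio during 140 s after agonist addition; 0% = ACh EC80 plus DMSO and 100% = DMSO alone without agonist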
M1 ag = activates human CHRM1 receptor; P11229; CHO-K1 hM1, Fluo-8 calcium fluorescence, agonist mode; 0% DMSO, 100% acetylcholine EC100; activation, % at 3 µM; 0.33% of 360,000 active;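 active means activation above the run's mean compound activation plus 3 SD, cut at about 16% in these data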;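 further: peak over basal fluorescence ratio within a 140 s kinetic read after compound addition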
OXTR agonist = activates the human oxytocin receptor | CHO-OTR cells, Fluo-8 calcium fluorescence; normalized: DMSO 0%, oxytocin 100% | 0.32% of 320,000 active | P30559 | activation, % at 3 µM;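 active means activation above the mean of all tested compounds plus 3 SD, cutoff set per screening run, cut at about 20% in these data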;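 further: peak over basal fluorescence ratio from a 100 s FLIPR kinetic read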
Active calls of the source: *; nt = no result given.

SMILES	TAAR1 antag	CHO parental Ca	OXTR potentiator	CHRM1 PAM	V1aR counter	TAAR1 agonist	CHRM1 antagonist	M1 ag	OXTR agonist
C[C@@H]1CN([C@H](C)CO)C(=O)c2cccc(NS(=O)(=O)c3ccccc3)c2O[C@H]1CN(C)C	-7	-19	-2	5	1.2	4	-7	-1	2.3
CCCCOc1ccc(/C=N/NC(=S)Nc2cc(C)ccc2C)cc1	6	-6	-2	8	0.9	0	2	0	0.7
O=S(=O)(c1ccc2c(c1)OCCO2)N1CCN(c2nc(-c3cccnc3)nc3ccccc23)CC1	nt	-8	-1	nt	0.3	nt	nt	nt	1.0
COc1cc2nc(CN(C)Cc3nc4ccccc4c(=O)[nH]3)[nH]c(=O)c2cc1OC	-17	-11	3	13	0.1	7	-10	-1	1.3
Cc1cc(C)c(C)c(S(=O)(=O)N2CCC(C(=O)Nc3ccc(S(=O)(=O)N4CCOCC4)cc3)CC2)c1C	7	-2	-7	0	3.3	6	10	0	1.6
COC(=O)c1cc(NC(=O)CN(c2ccc(OC)cc2)S(=O)(=O)c2ccc(F)cc2)ccc1Cl	53*	nt	nt	-1	nt	7	4	-3	nt
COc1ccc(CC2(CO)CCN(Cc3cnn(-c4ccccc4OC)c3)CC2)cc1	-6	-6	-6	1	2.6	-4	-4	-4	0.8
Nc1ccc(/C=C/C(=O)c2ccco2)cc1	2	-7	-8	4	8.7	23	-4	1	11
COc1ccc(F)cc1S(=O)(=O)N1CCC2(CC1)OCCN2S(=O)(=O)c1ccccc1	19	nt	nt	-2	nt	9	7	0	nt
CCN(CC)C(=O)CSc1nc2ccccc2c(=O)n1OC	-8	-9	3	9	0.6	0	-12	1	0.6
CC1(C)CC(=O)N(c2cc(Cl)ccc2Cl)C(=O)C1	7	-3	-6	10	1.1	3	-14	-2	0.7
O=C(CSc1nnc(Nc2ccccc2)s1)NN1C(=O)NC2(CCCCC2)C1=O	-5	-8	6	8	-0.2	1	-5	-5	-0.2
COc1cccc(OC)c1C(=O)NC(=S)Nc1ccc2c(c1)Cc1ccccc1-2	5	4	-3	-3	1.7	2	2	-1	0.9
CCc1c(O)nc(SCC(=O)Nc2nc3ccccc3s2)n(-c2ccc(C)cc2)c1=O	-8	-4	-6	5	0.5	0	-5	-2	-0.6
CSc1ccccc1NC(=O)CSCc1nc2sc(C)c(C)c2c(=O)[nH]1	-21	-24	0	-2	-1.1	1	6	-6	-1.5
COc1ccc(NC(=O)CSc2ccc(-c3cccs3)nn2)c(OC)c1	-4	-14	-3	12	-0.7	-3	-10	-2	0.6
CCN(CC(=O)Nc1ccccc1OC)C(=O)CC1CC2CCC1C2 (stereo not drawn)	-3	-22	-1	3	-0.6	-1	0	-4	-2.4
Nc1nc(C23CC4CC(CC(C4)C2)C3)cs1	9	-5	-6	16	1.6	16	-16	-1	10
CC(C)CCNc1nc(N)c([N+](=O)[O-])c(N2CCCCCC2)n1	24	0	-18	-5	3.2	26	12	0	5.7
Nc1nc(CN2CCN(c3ccccc3)CC2)nc(Nc2ccc(Cl)cc2)n1	17	-16	-10	-2	-0.6	13	3	-3	-1.8
COc1ccc(-c2c(NC(=O)c3ccco3)n(-c3ccc(C)cc3)nc(C)c2=O)cc1	-1	-14	-15	5	0.5	3	-8	-2	-1.0
O=C(c1ccco1)N1CCCC(c2nc3c(nnn3Cc3c(Cl)cccc3Cl)c(=O)[nH]2)C1 (stereo not drawn)	-31	-21	-4	2	-0.5	1	1	-8	0.7
Cn1ncc(C#N)c1/N=C/N1CCCC1	2	-5	-1	6	-0.3	0	1	-2	0.7
Cc1ccc(-c2nnc(SCC(=O)O)n2N)cc1	-5	7	-2	4	-0.1	15	-7	-4	0.1
C/C(CCc1ccccc1)=N/NC(=O)C(=O)NCc1ccccc1	-2	-20	-3	4	-1.2	0	-6	-10	-2.4
O=C(NCc1ccccc1F)C1CCCN(S(=O)(=O)N2CCOCC2)C1 (stereo not drawn)	-4	-12	-6	-1	0.5	2	6	-2	-0.1
COc1cccc(C2C(=O)c3ccccc3C2=O)c1	3	-10	-7	5	-1.2	1	-6	-6	-0.2
Cn1c(CSc2nnc(SCc3ccccc3)s2)nc2ccccc21	0	-16	2	-1	0.1	12	-3	-5	2.1
CCN(CC)CCOC(=O)c1ccc(NC(=S)NC(=O)/C=C/c2ccco2)cc1	nt	-7	-10	nt	0.6	nt	nt	nt	-1.1
CNC(=O)CSc1n[nH]c(-c2cc(Cl)ccc2OC)n1	-8	-4	1	-5	0.4	2	7	0	0.8
COc1cc(C)c(S(=O)(=O)NCc2ccc3c(c2)OCO3)cc1C	-28	-2	-1	2	0.3	2	-9	-4	-0.4
Cc1[nH][nH]c(=O)c1C(c1ccc2c(c1)OCO2)c1c(C)[nH][nH]c1=O	3	-5	-8	11	0.4	6	-9	-3	0.4
COc1cc2c(cc1OC)CN(C(=O)c1ccc(-c3ccccc3)cc1)CC2	-22	nt	nt	2	nt	-1	-3	-3	nt
CCOC(=O)c1c(NC(=O)C2CCCCC2)sc2c1CCN(C(C)C)C2	-19	-24	-4	4	0.5	4	-17	-9	0.8
CCOC(=O)COc1ccc(Br)cc1/C=C1\SC(N)=NC1=O	0	-5	-4	-2	-0.3	-1	8	1	-1.4
CSc1nnc(C)c(/C=C/NOCc2ccc(Cl)cc2)n1	13	-11	1	-7	0.7	7	9	-5	-0.4
CCCCn1c(N)c(N(Cc2ccccc2OC)C(=O)CCC(C)C)c(=O)[nH]c1=O	-12	-7	-3	-1	0.0	-1	5	-3	-1.2
Cc1ccc(NC(=O)N2N=C(c3ccc(F)cc3)CC2c2ccc(F)cc2)cc1 (stereo not drawn)	7	-26	-4	3	0.7	-1	1	-5	-0.8
Cc1ccc2nc(N3C(=O)C(O)=C(C(=O)c4ccc(C)o4)C3c3cccc(O)c3)sc2c1 (stereo not drawn)	1	-11	2	7	0.4	6	-6	-2	2.8
CCOC(=O)c1cnc2c(cnn2C)c1NCCC(O)C(F)(F)F (stereo not drawn)	11	-18	-11	3	0.2	4	1	-5	0.3
CNC(=O)C1C2C=CC3(O2)C1C(=O)N(C1CC1)C3C(=O)NCc1ccc(OC)cc1 (stereo not drawn)	10	2	-9	7	0.4	4	-20	-2	0.2
CN(C(=O)COC(=O)C1CCN(S(=O)(=O)c2c(Cl)cccc2Cl)CC1)C1CCS(=O)(=O)C1 (stereo not drawn)	-19	2	-5	-1	-0.5	4	-15	-5	1.2
O=C(CN1C(=O)c2ccccc2S1(=O)=O)NCc1ccccc1Cl	-6	-8	4	4	-0.3	0	-8	-6	1.4
O=C1CN(C(=O)CN2C(=O)NC3(CCCCC3)C2=O)c2ccccc2N1	-12	-5	5	5	1.0	4	-7	-4	0.6
Cc1ccc2cc(CNC[C@H]3O[C@@H](n4cc(C)c(=O)[nH]c4=O)C[C@@H]3O)c(N3CCOCC3)nc2c1	5	nt	nt	4	nt	3	-1	-5	nt
O=C1CCC(O)CCN1CCSc1ccccc1 (stereo not drawn)	13	-2	4	-4	0.5	12	4	-3	0.5
Cc1ccc(S(=O)(=O)N2CCN(C3CCC(c4ccccc4)CC3)CC2)cc1 (stereo not drawn)	nt	-10	-6	nt	0.8	nt	nt	nt	-1.3
COc1ccccc1NS(=O)(=O)c1cc(C(=O)NC2CC(C)(C)NC(C)(C)C2)ccc1Cl	0	nt	nt	8	nt	1	-6	-8	nt
CCOC(=O)c1csc(NC(=O)COc2ccc(Cl)cc2Cl)n1	2	-24	-8	-3	22*	14	0	0	10
O=C(CSc1cccc[n+]1[O-])NC1CCCCC1	-1	5	-6	10	0.3	4	-12	-6	0.8
CCOC(=O)C1=C(C)N(c2ccc(C)cc2)C(=O)/C1=C\c1cccs1	-9	-5	1	6	-1.0	5	-8	-7	-0.7
O=C(CCS(=O)(=O)c1ccc(Br)cc1)Nc1ccccc1Cl	-3	-22	-3	-6	0.0	-2	19	-3	1.0
Cc1c(OCC(N)=O)ccc2c(-c3ccccc3)cc(=O)oc12	7	2	-1	-1	0.9	6	1	-6	-0.4
Cn1c(NC(=O)c2ccc(Cl)cc2)c(-c2ccccn2)c(=O)c2ccccc21	13	-1	-1	9	0.1	1	-15	-4	-1.3
CCCCN(C(=O)c1sc2nc3n(c(=O)c2c1C)CCC3)c1c(N)n(CC(C)C)c(=O)[nH]c1=O	-5	nt	nt	8	nt	1	-20	-4	nt
Cc1cccc(NC(=O)C2CCN(S(=O)(=O)c3c(C)noc3/C=C/c3ccco3)CC2)n1	25	-12	-15	-3	4.1	4	5	-3	4.4
Cc1noc(C)c1COc1ccccc1C(=O)N1CCN(S(=O)(=O)c2ccccc2F)CC1	-30	-14	-5	-2	-0.1	14	3	-6	-0.4
Cc1cc(C)c(C#N)c(SCC(=O)C(C)(C)C)n1	5	-13	0	-2	-0.6	6	-14	-4	-1.8
Cc1cccc(C(=O)NNS(=O)(=O)c2ccccc2[N+](=O)[O-])c1	11	-6	-2	1	-0.1	-1	-18	-1	-0.2
O=C(NCCCN1CCOCC1)c1onc(CSc2ccccn2)c1C(=O)NCCCN1CCOCC1	-3	-15	-6	-14	-0.1	6	25	-4	-0.6

The results go on:
SMILES	TAAR1 antag	CHO parental Ca	OXTR potentiator	CHRM1 PAM	V1aR counter	TAAR1 agonist	CHRM1 antagonist	M1 ag	OXTR agonist
CC12CCC(=O)N1C(C(=O)N1CCN(c3ccc(C(F)(F)F)cc3[N+](=O)[O-])CC1)CS2 (stereo not drawn)	-16	-2	-8	6	2.3	3	-9	-4	1.7
COc1cccc(CN2CCC(n3nccc3NC(=O)C3CC3)CC2)c1	-5	-11	-1	3	0.2	0	1	-3	-0.4
O=C(N=Nc1c(O)[nH]c2ccc(Br)cc12)c1ccco1	0	nt	nt	12	nt	4	-18	-1	nt
COc1ccc(C2c3c(oc4ccc(Cl)cc4c3=O)C(=O)N2CCN2CCOCC2)cc1 (stereo not drawn)	6	-9	-2	-7	1.3	1	23	-3	1.0

Record cards, as listed above.
Cn1ncc(C#N)c1/N=C/N1CCCC1 is entered as TAAR1 antag = 2; CHO parental Ca = -5; OXTR potentiator = -1; CHRM1 PAM = 6; V1aR counter = -0.3; TAAR1 agonist = 0; CHRM1 antagonist = 1; M1 ag = -2; OXTR agonist = 0.7
COc1ccc(NC(=O)CSc2ccc(-c3cccs3)nn2)c(OC)c1 is entered as TAAR1 antag = -4; CHO parental Ca = -14; OXTR potentiator = -3; CHRM1 PAM = 12; V1aR counter = -0.7; TAAR1 agonist = -3; CHRM1 antagonist = -10; M1 ag = -2; OXTR agonist = 0.6

Bioassay records deposited in PubChem BioAssay by The Scripps Research Institute Molecular Screening Center.
